miR122 inh: miR-122 Renilla sensor signal increase in Huh7, primary screen, miR-122 inhibitor project, cell-based, single point, plate reader; hit rate 0.3% among 340,000; activation (reporter increase), % at 12.5 µM; Huh7 miR-122 Renilla luciferase sensor, 48 h; neutral wells = 0, positive control = 100; AID 602342, 2012;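 active means mean replicate activation score at least 90 and every replicate individually at or above 90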;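 further: higher luciferase means less miR-122 activity so hits act as miR-122 inhibitors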
* hit, by the source's call.

SMILES	miR122 inh
CCOc1ccc(S(=O)(=O)N(CC(=O)N/N=C/c2ccc(-c3ccc([N+](=O)[O-])cc3)o2)c2ccccc2)cc1	47
O=C(Nc1ccc(S(=O)(=O)N2CCCCC2)cc1)c1ccc(CN2CCc3ccccc3C2)cc1	-10
COC(=O)c1ccc(CSc2nc3c(cnn3-c3ccc(C)cc3)c(=O)[nH]2)o1	3
COc1ccc(N=C2C(=Nc3ccc(OC)cc3)N(c3ccc(OC)cc3)C(=S)N2C(=O)c2ccc(OC)cc2)cc1	-8
O=C(Nn1c(Cc2cccs2)nc2ccccc2c1=O)c1cccs1	-1
O=C(Nc1ccc(F)cc1)Nc1ccc(Cl)cn1	16
Cc1c(C(=O)O)oc2ccc(S(=O)(=O)N(CC(C)C)CC(C)C)cc12	-6
CCCn1c(C)cc(/C=C(\C#N)C(=O)OCC(=O)Nc2cc(OC)c(OC)c(OC)c2)c1C	4
CC(=O)Cc1ccccc1OC(=O)c1ccco1	-8
COC(=O)CCCCC(=O)C1C(=O)CC(C)(C)C(C(=O)OC)C1=O (configuration not stated)	-5
CC(=O)c1ccc(Nc2nc(NCCO)nc(OC(C(F)(F)F)C(F)(F)F)n2)cc1	3
COc1ccc(/C=N/NC(=O)c2ccccc2Cl)cc1CSc1nc2ccccc2s1	33
COc1cc(C(=O)NCC(c2ccco2)N2CCCC2)ccc1OCc1c(C)noc1C (configuration not stated)	-3
O=C(/C=C/c1cccc([N+](=O)[O-])c1)N1CCN(c2ccccc2F)CC1	2
COC(=O)c1ccc2c(=O)n(NC(=O)C(c3ccccc3)c3ccccc3)c(=S)[nH]c2c1	-3
CCOC(=O)N1CCN(C(=O)Nc2ccc(Cl)cc2)CC1	-2
O=C(CSc1n[nH]c(-c2ccncc2)n1)c1ccccc1	-3
COc1ccc(Cc2nnc(NC(=O)C3CCCO3)s2)cc1 (configuration not stated)	4
CCOC(=O)CC(NS(=O)(=O)c1ccc(NC(C)=O)cc1)c1ccc(OCC)cc1 (configuration not stated)	-3
O=C(CCN1CCOCC1)Nc1ccccc1	1
O=C(Nc1ccc(NC(=O)C2CC2)nc1)c1ccccn1	-4
COCCCNC(=O)c1c(N)n(/N=C/c2cccnc2)c2nc3ccccc3nc12	-3
COc1ccc(NC(=O)c2ccccn2)cc1	-3
Cc1ccc(C(=O)Nc2ncc(Cc3ccccc3)s2)o1	-1
CN(NC(N)=O)c1ncc(C(F)(F)F)cc1Cl	-19

(continued)
SMILES	miR122 inh
CC(C)(C)C(=O)C(Cc1ccccc1)n1cncn1 (configuration not stated)	1
CCN(CC)CCN1C(=O)C(O)=C(C(=O)c2cc3ccccc3o2)C1c1cccnc1 (configuration not stated)	-2
CCOC(=O)c1ccc(CN(Cc2ccccc2)S(=O)(=O)c2cccc([N+](=O)[O-])c2)cc1	3
Cc1ccc(C2=NNC(c3ccc(Cl)cc3)=Nc3ccccc32)o1	10
CC(C)(C)c1nnc(N/N=C/c2ccccc2)n(N)c1=O	8
CCN1CCN(C(=O)CN(C)S(=O)(=O)c2ccc(OC)cc2)CC1	1
Cc1ccc(SC(C)c2nc(-c3ccccc3)no2)cc1 (configuration not stated)	-3
Cc1ccc2[nH]c3c(=O)n(CCCN4CCOCC4)cnc3c2c1	-12
Cn1cnnc1SC1c2cccc3cccc(c23)C1NS(=O)(=O)c1ccccc1 (configuration not stated)	7
CN(Cc1ccccc1)C(=O)Cn1nc(C(F)(F)F)c2c1CCC2	-2
O=C(CCC(=O)c1ccc[nH]1)c1ccc(Cl)cc1	-17
COc1ccc(CCNC(=O)COC(=O)c2cnc(C)cn2)cc1OC	-9
CCOc1ccc(C(C)NC(=O)Nc2ccccc2C(=O)OC)cc1 (configuration not stated)	-5
CN=C1CC(C)(C)CC(=O)/C1=C(/O)CCC(=O)NC	8
CC12C(=O)N(c3cccc(OC(=O)c4ccco4)c3)C(=O)C1C1c3ccccc3C2c2ccccc21 (configuration not stated)	-16
COc1ccc(-c2nnc(SCC(=O)Nc3ncc(C(F)(F)F)cc3Cl)n2CC(C)C)cc1	-4
CNC(=O)c1cc2ccccc2o1	-1
Cc1cccc(C(=O)Nc2scc(CC(C)C)c2C(=O)O)c1	-10
Cc1ccc(NC2c3ncccc3C(=O)N2C2CCCCC2)cc1C (configuration not stated)	6
Cc1cc(C(=O)COC(=O)c2ccc3c(c2)NC(=O)CS3)c(C)n1CC1CCCO1 (configuration not stated)	-4
NC(=O)c1c(NC(=O)CSc2nnc(-c3ccccc3)n2CC2CCCO2)sc2c1CCC2 (configuration not stated)	43
O=S(=O)(c1cccc2nsnc12)N1CCOCC1	-9
O=C(CSc1ncnc2ccccc12)NCCCO	-7
CC1(C)Cc2c(C#N)c(NCCc3ccccc3)nc(-c3ccco3)c2CO1	-5
Cn1c(=O)c2c(ncn2CC(=O)N2CCN(c3ccc(F)cc3)CC2)n(C)c1=O	-5

Following part.
SMILES	miR122 inh
CCn1c2ccc(C)cc2c2nnc(NN)nc21	1
O=C(CSc1ncnc2c1oc1ccccc12)Nc1ccc2c(c1)OCCO2	12
CSc1ccccc1NC(=O)c1cccs1	-5
Cc1cc(NC(=O)c2cc3ncc(Br)cn3n2)no1	-3
O=C(NCCc1c[nH]c2ccccc12)c1cc2sccc2n1Cc1ccccc1	-3
Cc1ccc(NC(=O)CNc2cccc(C)c2C)c(C)c1	-9
O=C1C(Cl)=C(NC2CCCCC2)C(=O)N1c1ccc(Cl)cc1	-1
Nc1nc2nc(-c3ccc(OCc4ccccc4)cc3)cc(C(F)(F)F)n2n1	-3
CCn1cc(CNC(=O)c2cc(-c3ccccc3OC)nc3ccccc23)c(C)n1	1
COc1ccc(NC(=O)c2ccco2)cc1NC(=O)c1ccc(C)cc1	2
Clc1ccc(Cl)c(-c2ccc(/C=N/c3ncn[nH]3)o2)c1	18
O=C(c1cccc(C(F)(F)F)c1)N1CCN(C2CCCCC2)CC1	3
COC(=O)c1cc(-c2cccs2)nc2ccccc12	-3
O=C(Oc1ccc(N2C(=O)CCC2=O)cc1)c1ccccc1Cl	-6
CCCc1nc2c(=O)n(C)c(=O)[nH]c2n1CCC	-10
COc1ccc(OC)c(C(=O)CSc2nnnn2C)c1	-9
Cc1cc(C(=O)COC(=O)C2=NNC(=O)CC2)c(C)n1-c1ccc(OC(F)F)cc1	-6
CCCC(=O)N1c2ccccc2C(N(C(C)=O)c2ccccc2)CC1C (configuration not stated)	-7
CCOC(=O)Nc1cc(OCC)c(NC(=O)C2CC2)cc1OCC	3
CCC1(C(=O)c2ccccc2)C(c2ccc([N+](=O)[O-])cc2)C1(C(=O)OC)C(=O)OC (configuration not stated)	-4
Cn1c(=O)c2c([nH]c(=O)n2C)n(C)c1=O	9
CC(C)Cn1c(N)c(C(=O)NCC2CCCO2)c2nc3ccccc3nc21 (configuration not stated)	11
CCOC(=O)/C(O)=C/c1ncc(C(F)(F)F)cc1Cl	-2
O=C(CN(Cc1ccccc1)S(=O)(=O)c1ccc(Br)cc1)NCc1ccco1	7
O=C(OCC(=O)N1CCN(C(=O)c2ccco2)CC1)c1cc(-c2cccc(Br)c2)nc2ccccc12	0

Copied from above for reference:
SMILES	miR122 inh
O=C(CSc1ncnc2c1oc1ccccc12)Nc1ccc2c(c1)OCCO2	12
CSc1ccccc1NC(=O)c1cccs1	-5
Cc1cc(NC(=O)c2cc3ncc(Br)cn3n2)no1	-3
O=C(NCCc1c[nH]c2ccccc12)c1cc2sccc2n1Cc1ccccc1	-3
Cc1ccc(NC(=O)CNc2cccc(C)c2C)c(C)c1	-9
O=C1C(Cl)=C(NC2CCCCC2)C(=O)N1c1ccc(Cl)cc1	-1
Nc1nc2nc(-c3ccc(OCc4ccccc4)cc3)cc(C(F)(F)F)n2n1	-3
CCn1cc(CNC(=O)c2cc(-c3ccccc3OC)nc3ccccc23)c(C)n1	1
COc1ccc(NC(=O)c2ccco2)cc1NC(=O)c1ccc(C)cc1	2
Clc1ccc(Cl)c(-c2ccc(/C=N/c3ncn[nH]3)o2)c1	18
O=C(c1cccc(C(F)(F)F)c1)N1CCN(C2CCCCC2)CC1	3
COC(=O)c1cc(-c2cccs2)nc2ccccc12	-3
O=C(Oc1ccc(N2C(=O)CCC2=O)cc1)c1ccccc1Cl	-6
CCCc1nc2c(=O)n(C)c(=O)[nH]c2n1CCC	-10
COc1ccc(OC)c(C(=O)CSc2nnnn2C)c1	-9
Cc1cc(C(=O)COC(=O)C2=NNC(=O)CC2)c(C)n1-c1ccc(OC(F)F)cc1	-6
CCCC(=O)N1c2ccccc2C(N(C(C)=O)c2ccccc2)CC1C (configuration not stated)	-7
CCOC(=O)Nc1cc(OCC)c(NC(=O)C2CC2)cc1OCC	3
CCC1(C(=O)c2ccccc2)C(c2ccc([N+](=O)[O-])cc2)C1(C(=O)OC)C(=O)OC (configuration not stated)	-4
Cn1c(=O)c2c([nH]c(=O)n2C)n(C)c1=O	9
CC(C)Cn1c(N)c(C(=O)NCC2CCCO2)c2nc3ccccc3nc21 (configuration not stated)	11
CCOC(=O)/C(O)=C/c1ncc(C(F)(F)F)cc1Cl	-2
O=C(CN(Cc1ccccc1)S(=O)(=O)c1ccc(Br)cc1)NCc1ccco1	7
O=C(OCC(=O)N1CCN(C(=O)c2ccco2)CC1)c1cc(-c2cccc(Br)c2)nc2ccccc12	0

Next part:
SMILES	miR122 inh
NS(=O)(=O)c1ccc(CCNC(=O)CNC(=O)C2CCCCC2)cc1	-2
CCC(=O)OCc1c(C(F)(F)F)nn(C)c1Sc1ccc(Cl)cc1	3
COc1ccc(CCNC(=O)CN(c2ccc(OC)c(OC)c2)S(C)(=O)=O)cc1	-7
CCOC(=O)CSc1nc(C)c2cc(OC)ccc2n1	-9
COc1ccc(/C=C/C(=O)C2C(=O)C=C(C)OC2=O)cc1O (configuration not stated)	9
CC(NC(=O)COC(=O)c1cn(-c2ccccc2)nc1-c1cccs1)c1ccccc1 (configuration not stated)	-4
O=c1oc2ccccc2c(NC2CCCCC2)c1NS(=O)(=O)c1ccc(Br)cc1	-2
OC(C#CCN1CCOCC1)(c1ccccc1)C1CCCCC1 (configuration not stated)	4
Cc1ccc(-c2c(C#N)c(N)nc3c2CCCCC3)o1	2
CC[C@H](C)[C@@H]1OC(=O)[C@@H](C)[C@@H](CC)NC(=O)[C@H](C)N(C)C(=O)C(C)(C)C(=O)C(C)NC(=O)[C@H](Cc2ccccc2)N(C)C(=O)[C@H](C(C)C)N(C)C(=O)CNC(=O)[C@H](CC(C)C)N(C)C(=O)CNC1=O (some centres not stated)	-21
COc1cc2nc(N3CCNCC3)nc(N)c2cc1OC	0
O=C(Nc1ccc(Oc2ncccn2)cc1)c1ccco1	-1
O=C(CN1C(=O)C2C3C=CC(C3)C2C1=O)NC1CCCc2ccccc21 (configuration not stated)	5
CCOC(=O)CNC(=O)C1(c2ccccc2)CCCC1	0
CNC(=O)CC(C(=O)O)c1ccc(OC(C)C)cc1 (configuration not stated)	-28
CCOC(=O)c1cnc2c(-c3ccc(Cl)cc3)c(C)nn2c1N	3
Cc1c(C(=O)Nc2ccc(Cl)cc2)c2ccccn2c1CCc1ccncc1	0
Cc1nc2ncnn2c(C)c1CCC(=O)NC(C)c1ccc2c(c1)OCCO2 (configuration not stated)	-1
COc1ccc(CCNC(=O)c2oc3ccc(S(=O)(=O)N4CCOCC4)cc3c2C)cc1OC	4
O=C(NCC1COc2ccccc2O1)c1c[nH]c2ccc(S(=O)(=O)N3CCOCC3)cc2c1=O (configuration not stated)	3
Cc1cccc2c1NC(C)CC2C (configuration not stated)	-1
CSc1nnc(C2CCCN2)n1C (configuration not stated)	-3
COc1ccc(S(=O)(=O)N2CCCC(C(=O)NCc3ccncc3)C2)cc1 (configuration not stated)	-8
CCOCC(=O)Nc1ccc(-c2cn3cccnc3n2)cc1	-1
CCCN(CC1COc2ccccc2O1)C(=S)Nc1ccc(C)cc1 (configuration not stated)	29

The listing continues:
SMILES	miR122 inh
COc1ccccc1Nc1nc(=O)[nH]nc1C	-12
O=C(NC(Cc1c[nH]c2ccccc12)c1nnc2n1CCCCC2)c1cccs1 (configuration not stated)	-4
CCOC(=O)c1cc2n(n1)C(C(F)(F)C(F)(F)F)CC(C)N2 (configuration not stated)	4
Cc1ccc(CCNC(=O)C2CCCN(c3nc4ccccc4o3)C2)cc1 (configuration not stated)	0
Cc1nc(-c2coc3cc(OCC(=O)O)ccc3c2=O)cs1	-5
N#Cc1cc2cc3c(cc2nc1N1CCOCC1)OCO3	-3
CC(=O)C1=C(O)C(=O)N(c2cc(C(C)(C)C)on2)C1c1ccc(C(C)C)cc1 (configuration not stated)	7
O=C(c1ccc(F)cc1)N1CCN(c2ccc([N+](=O)[O-])c(N3CCOCC3)c2)CC1	-12
COc1ccc(NC(=O)COC(=O)c2c3c(nc4ccccc24)CCCC3)cc1Cl	-2
O=C(Cn1sc2ccccc2c1=O)NC12CC3CC(CC(C3)C1)C2	-4
O=C(CN1CCc2ccccc2C1)Nc1ccc(Br)cc1	-10
O=C(O)C(S)C(S)C(=O)O (configuration not stated)	-1
COc1ccc(OC)c(C2=Nn3c(nnc3C3CCCCC3)SC2)c1	13
O=C(NC(C(=O)c1ccccc1)N1CCOCC1)c1cccs1 (configuration not stated)	2
COc1ccc2nc(C)cc(N3CC(C)OC(C)C3)c2c1 (configuration not stated)	-4
CN(CCc1ccccn1)S(=O)(=O)c1ccc(F)cc1	0
O=C(COC(=O)CCCSc1nc2ccccc2[nH]1)NC(=O)NC1CCCC1	2
O=C(CCCSc1nc2ccccc2s1)NCc1ccco1	5
COc1ccccc1C(=O)C(O)c1ccccc1OC (configuration not stated)	1
CC1CCCCN1CC(=O)Nc1ccc(Oc2ccccc2)cc1 (configuration not stated)	4
COc1ccccc1C(=O)Nc1ccc(Oc2ncnc3sc(-c4ccccc4)cc23)cc1	-1
CCNc1nc(NC(C)(C)C)nc(SC(C(C)=O)C(C)=O)n1	-3
O=C1c2[nH]nc(-c3ccccc3O)c2C(c2ccccc2F)N1Cc1ccco1 (configuration not stated)	9
Cc1cccc2sc(NC(=O)[C@@H]3CCCN3C(=O)c3cccs3)nc12	-10
CCN(c1cccc(C)c1)C(C(=O)Nc1ccc(OC)cc1)c1cc2c(cc1[N+](=O)[O-])OCO2 (configuration not stated)	-9
Cc1ccccc1C1NS(=O)(=O)N=C1N (configuration not stated)	-12

3 entries out of the list, sorted by formula weight, smallest number first.
SMILES	miR122 inh
Cn1c(=O)c2c([nH]c(=O)n2C)n(C)c1=O	9
Cc1ccc(NC(=O)CNc2cccc(C)c2C)c(C)c1	-9
COc1ccc(/C=C/C(=O)C2C(=O)C=C(C)OC2=O)cc1O (configuration not stated)	9

An excerpt; rates above refer to the full screens.
